# Screens: PubChem BioAssay, The Scripps Research Institute Molecular Screening Center
# TEAD-YAP block: TEAD-YAP interaction inhibition, primary screen, TEAD-YAP interaction inhibitor project, luminescence, HEK-TIYL cells. inhibition, % at 9.12 µM. AID 1259422, 2018. hit rate 1.4% among 640,000. TEAD-Gal4/YAP UAS-luciferase luminescence; in the data active = inhibition above about 32%;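 note: 0% = median of test compound wells and 100% = reference inhibitor wells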
# FBW7 activator: FBW7 E3 ligase activators, primary screen, biochemical, AlphaScreen, human | F-box/WD repeat-containing protein 7 (Homo sapiens), Q969H0 | AlphaScreen FBW7–phospho-cyclin E peptide binding, activator screen | normalized activity (activation), % at 26.1 µM | hit rate 0.13% among 650,000 | AID 1259310, 2017; in the data active = normalized activity above about 1.9%;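 note: purified mutant Fbw7 with reduced substrate affinity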
# MITF primary: MITF inhibitors, primary screen, biochemical, AlphaScreen, human | hit rate 0.91% among 650,000 | AID 1259374, 2018 | Microphthalmia-associated transcription factor (Homo sapiens), O75030 | AlphaScreen MITF homodimerization, bead proximity signal | inhibition, % at 2.6 µM; in the data active = inhibition above about 50%;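 note: 0% = vehicle wells with protein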
# Target sequence (O75030 whole entry, looked up): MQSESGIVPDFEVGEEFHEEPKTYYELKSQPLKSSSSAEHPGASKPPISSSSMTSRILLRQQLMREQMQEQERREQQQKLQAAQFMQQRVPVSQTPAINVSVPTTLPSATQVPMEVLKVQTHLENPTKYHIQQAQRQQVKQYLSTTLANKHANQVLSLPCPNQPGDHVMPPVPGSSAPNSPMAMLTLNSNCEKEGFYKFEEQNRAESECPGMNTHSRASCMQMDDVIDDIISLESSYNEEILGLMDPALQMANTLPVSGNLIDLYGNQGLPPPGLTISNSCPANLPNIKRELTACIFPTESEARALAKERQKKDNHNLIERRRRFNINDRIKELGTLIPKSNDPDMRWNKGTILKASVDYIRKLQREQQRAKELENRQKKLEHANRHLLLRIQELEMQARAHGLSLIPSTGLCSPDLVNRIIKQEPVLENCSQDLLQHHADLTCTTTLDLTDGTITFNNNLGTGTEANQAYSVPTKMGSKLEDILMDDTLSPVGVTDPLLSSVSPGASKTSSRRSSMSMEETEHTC
# GPR151 activ: activators of human GPR151, primary screen, cell-based, PathHunter beta-arrestin, luminescence; G-protein coupled receptor 151 (Homo sapiens), Q8TDV0; PathHunter beta-arrestin GPR151 cells; activation, % at 11.2 µM; hit rate 1% among 650,000; AID 1508602, 2020; in the data active = activation above about 4.9%;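 note: 0% = median of compound wells and 100% = cells with positive control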
# Target sequence (Q8TDV0 whole entry, looked up): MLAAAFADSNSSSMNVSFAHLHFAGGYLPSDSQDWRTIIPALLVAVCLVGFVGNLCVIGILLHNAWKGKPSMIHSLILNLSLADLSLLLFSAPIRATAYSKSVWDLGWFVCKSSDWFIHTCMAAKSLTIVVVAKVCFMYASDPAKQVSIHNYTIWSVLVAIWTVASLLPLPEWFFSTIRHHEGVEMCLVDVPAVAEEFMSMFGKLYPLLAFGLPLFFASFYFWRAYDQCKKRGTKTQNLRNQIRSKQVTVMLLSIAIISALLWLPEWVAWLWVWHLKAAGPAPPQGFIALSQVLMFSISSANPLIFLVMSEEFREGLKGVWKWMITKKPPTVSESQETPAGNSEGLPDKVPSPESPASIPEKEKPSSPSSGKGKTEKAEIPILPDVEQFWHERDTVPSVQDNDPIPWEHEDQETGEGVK
# * hit, by the source's call; & = joins results of further samples; ! = not active in a repeat.
SMILES,TEAD-YAP block,FBW7 activator,MITF primary,GPR151 activ
O=C(CSc1ccc([N+](=O)[O-])cn1)Nc1ccccc1N1CCOCC1,-3,0.0,10,-2.3
CCSc1nnc(NC(=O)c2cccc([N+](=O)[O-])c2C)s1,7,0.0,-15,0.2
CCN(CC)CCCNC(=O)c1ccc(OC)c([N+](=O)[O-])c1,4,0.0,1,-2.0
COc1ccc(COC(=O)C2=C(C)NC3=C(C(=O)CC(C)(C)C3)C2c2cccs2)cc1 (stereo unspecified),-6,0.1,7,1.0
COc1cccc(CNC(=O)Cc2nc3nc(C)cc(C)n3n2)c1,6,0.3,3,0.2
O=[N+]([O-])c1ccc(N2CCN(c3ccc(Cl)nn3)CC2)cc1NC1CC1,-5,-0.1,-3,-1.5
C=CCn1c(-c2ccoc2C)n[nH]c1=S,-4,-0.1,-4,-2.1
O=C(CCl)Nc1c(C(O)(C(F)(F)F)C(F)(F)F)ccc2ccccc12,12,-0.2,0,1.5
CCOc1ccc(C(=O)C[N+]2=C(C)c3ccc(C)n3CC2)cc1,30,-0.1,4,1.0
COc1ccc(N(CC(=O)NC(C)(C)C)C(=O)CCC(=O)Nc2ccccn2)cc1,0,0.1,3,-0.5
COCCCNC(=O)C(C)Oc1ccc(Cl)cc1Cl (stereo unspecified),-4,0.1,11,2.0
NC(=O)c1ccc(NC(=O)/C=C/c2ccc(OCc3ccccc3)cc2)cc1,-4,-0.1,0,0.0
Cc1nc(SCC(=O)NC2CCCCC2)[nH]c(=O)c1C,3,0.1,0,0.4
Cc1ccc(NC(=O)c2cccc3ccccc23)c(Br)c1,-8,0.5,0,-0.7
CCSC1=C(C#N)C(c2ccc(C)o2)C(C(C)=O)=C(C)N1 (stereo unspecified),-16,0.1,7,-0.5
NC(=O)c1c(NC(=O)c2ccc(Cl)cc2[N+](=O)[O-])sc2c1CCCC2,-3,0.0,6,1.0
O=C1N(C2Cc3ccccc3C2)C[C@@H]2C[C@@H](/C=C/c3ccco3)N3CCC[C@@]123,-10,-0.1,-3,-1.6
O=c1nc2c(-c3cccc(F)c3)n[nH]n2c2ccccc12,-19,0.1,-7,-0.1
CC12CCC(C(=O)N(CNc3ccccc3)C1=O)C2(C)C (stereo unspecified),-1,0.0,9,0.2
c1ccc(-c2csc(Nc3ccc4c(c3)OCO4)n2)cc1,-66,0.1,15,0.1
CCOC(=O)c1c(NC(=O)c2cccc([N+](=O)[O-])c2)sc(C(=O)N(C)C)c1C,14,0.1,-13,-1.0
COCCn1nnnc1C(c1cc2cccc(C)c2[nH]c1=O)N1CCOCC1 (stereo unspecified),2,0.0,-5,0.0
CC(=O)N1CCC(=NNS(=O)(=O)c2ccc(C)c([N+](=O)[O-])c2)CC1,6,-0.1,9,0.5
O=C([C@@H]1Cc2ccccc2CN1)N1CCN(c2ccc3[nH]ncc3c2)CC1,3,-0.4,20,-0.5
c1ccc(-c2ccc(-c3nnc(-c4ccc(-c5ccccc5)cc4)o3)cc2)cc1,12,0.1,16,-0.3
O=C(NCCC1=CCCCC1)c1cccc(N2C(=O)C3C4C=CC(C4)C3C2=O)c1 (stereo unspecified),3,0.1,-3,-1.3
CCOC(=O)c1cc2c3c(c1)C1C=CCC1C(c1ccc(F)cc1)N3CC1CC=CC21 (stereo unspecified),5,0.2,6,-1.8
Cc1cccc(C(=O)Nc2cc3nn(-c4ccccc4)nc3cc2C)c1,4,0.1,6,0.2
COc1ccc2oc(-c3cc(Br)cc4c3OCOC4)c(O)c(=O)c2c1,8,0.3,21,-2.4
Fc1ccc2nc3c(nc2c1)c1ccccc1n3Cc1ccc(C(F)(F)F)cc1,4,0.0,-3,-0.8
Cc1ccc(NC(=O)CC2SC(=O)N(CC(=O)c3ccccc3)C2=O)c(C)c1 (stereo unspecified),-1,0.1,17,-0.3
CSc1ccc2c(Nc3ccccc3C(=O)O)ccnc2c1,8,0.0,-4,-0.5
Cc1ccc2cc3cc(C(=O)NCCCOC(C)C)sc3nc2c1,-28,0.4,1,-0.4
COc1ccccc1S(=O)(=O)Cc1ccc(C(=O)N2CCOCC2)o1,-17,0.2,-7,46*
CC(=O)Nc1ccc(Nc2ncnc3nc(-c4ccc(C(N)=O)cc4)[nH]c23)cc1,1,-0.1,-4,3.9
CCOCc1nnc(NC(=O)Cc2ccccc2)s1,-5,-0.1,-6,-1.5
CC(C(=O)O)N1C(=O)COc2ccccc21 (stereo unspecified),-4,-0.1,-2,-0.2
O=C(CCc1ccccc1)Nc1cccc(Cl)c1,-30,-0.1,2,3.2
CC(C)C(C(=O)Nc1ccc(Br)cc1)N1C(=O)c2ccccc2C1=O (stereo unspecified),5,-0.1,-18,0.1
CCS(=O)(=O)NCC(c1cccs1)S(=O)(=O)c1ccc(F)cc1 (stereo unspecified),-6,0.0,-1,0.0
COc1ccc(/C=C2/C(=O)ON=C2c2ccccc2)cc1OC,-26,-0.7,65*,2.0
CC(=O)c1ccc(N2CCN(C(=O)Cn3ccc4ccccc4c3=O)CC2)cc1,6,0.0,20,1.0
O=C(CCN1C(=O)c2ccccc2C1=O)N1CCN(c2ccc(F)cc2)CC1,2,0.0,-7,0.9
O=C(CCc1ccccc1)NNC(=O)c1ccccc1F,-6,0.7,9,-1.6
CC1=C(C(=O)OCC2CCCO2)C(c2ccccc2OC(C)C)NC(=O)N1 (stereo unspecified),5,0.1,2,-2.1
CCOC(=O)/C(N)=C/C(=O)c1cccc([N+](=O)[O-])c1,-2,0.2,-1,-1.2
O=C([C@@H]1C[C@@H](Sc2ccccn2)CN1Cc1cccc(F)c1)N1CCOCC1,7,0.0,-1,-1.4
O=C(CCC1(Cc2ccc3c(c2)OCO3)CCC(=O)N1)NCc1cn2ccccc2n1 (stereo unspecified),-5,0.2,-14,1.5
Cc1ccc(CNC(=O)C(Cc2ccccc2)NS(=O)(=O)c2ccc(Br)cc2)cc1 (stereo unspecified),5,-0.1,11,-2.1
N#CC1=C(N)OC2=C(C(=O)CCC2)C1c1ccc2c(c1)OCO2 (stereo unspecified),4,0.1,-5,0.0
O=S(=O)(Nc1ccc(-c2cn3ccsc3n2)cc1)c1cccs1,-24,-0.3,-14,-1.7
CCc1nc2ccccc2c(=O)n1NC(=O)c1c(O)c2cccc3c2n(c1=O)CCC3,-16,0.1,-13,-1.4
CCN(CC)C1CCN(C(=O)CCc2nnc(Cc3cc(OC)ccc3OC)o2)C1 (stereo unspecified),-20,0.6,-7,-0.6
O=c1cc(-c2ccc(Br)cc2)sc(=S)[nH]1,-12,0.0,34,-1.4
C=CCOc1ccc2c(C)cc(=O)oc2c1C(=O)CC,-3,0.1,8,0.1
Nc1ccc(-c2nc3cc([N+](=O)[O-])ccc3o2)cc1,-39,-0.2,3,-1.7
Cc1cc(C)c(N2C(=O)c3ccccc3C2=O)c([N+](=O)[O-])c1,-2,-0.1,8,0.5
COC(=O)CSc1nc2sc3c(c2c(=O)n1CCc1ccccc1)CC(C)(C)OC3,1,-0.1,-122,-0.2
COc1ccc(N2CCN(c3nc4cc(C)ccc4cc3C=O)CC2)cc1,-5,0.1,5,1.0
N#CC1=C(N)NC(SCC(=O)Nc2ccc(Br)cc2)=C(C#N)C12CCCC2,9,-0.4,-7,1.2

# Later entries:
SMILES,TEAD-YAP block,FBW7 activator,MITF primary,GPR151 activ
CCOc1cc(/C=C2/C(=O)N(c3ccccc3)N=C2C)ccc1Oc1nc(Cl)ncc1F,-6,-0.1,-3,-1.2
O=C(Nc1ccc2c(c1)OCO2)c1cn(-c2ccc(F)cc2F)c(=O)c2ccccc12,-5,0.0,0,0.4
Nc1nnc(SCC(=O)c2cc3ccccc3o2)s1,-6,0.0,2,-0.1
COc1ccc(-c2cc(C(=O)NCCCn3ccnc3)no2)cc1OC,-8,-0.1,-6,-0.3
CCOc1ccc2oc(-c3ccccc3)c(C(=O)O)c2c1,7,0.5,1,-1.2
CC(C)N(c1ccccc1)c1ccc(NC(=O)CN2C(=O)c3ccccc3S2(=O)=O)cc1,7,0.0,7,0.9
CCOCCCNC(=O)c1cccc(NC2=NC3CS(=O)(=O)CC3S2)c1 (stereo unspecified),-17,0.0,3,-0.6
Cc1cc(Br)ccc1OCCN1CC(C)OC(C)C1 (stereo unspecified),-11,0.1,35,1.2
Cc1nn(C)c(C)c1S(=O)(=O)N1CCCC(C(=O)N2CCN(c3ccccc3)CC2)C1 (stereo unspecified),-3,-0.3,-11,-0.2
CCN(CC)c1ccc(-n2nc3cc(C)c(N)cc3n2)cc1,-28,-0.1,-14,-1.0
NNC(=S)Nc1ccc(S(=O)(=O)N2CCOCC2)cc1,-3,0.0,16,-1.0
Cc1c2c(n(Cc3ccccc3)c1-c1ccccc1)C(c1ccccc1)Oc1ccccc1-2 (stereo unspecified),0,-0.3,12,0.4
O=Cc1ccc(OCc2ccccc2Br)cc1,-32,0.1,-5,-4.1
CC(=O)NC(=O)c1cc2cc(Cl)cc(Cl)c2oc1=Nc1cccc(C#N)c1,0,0.0,6,-1.2
CC1CC(C)CN(c2nnc(NC(=O)Nc3ccc(Cl)cc3)s2)C1 (stereo unspecified),11,-0.2,10,4.1
Cc1onc(-c2ccccc2Cl)c1C(=O)NCCOc1ccccc1Cl,-2,0.0,7,1.3
COc1ccc(C2CC(=O)C3=C(C2)NC(C)=C(C#N)C3c2ccc(Br)cc2)cc1 (stereo unspecified),-2,-0.1,-1,0.1
COCCNC(=O)c1ccccc1NC(=O)Cc1ccccc1,-11,-0.1,-16,1.5
CC(=O)Nc1ccc(NC(=O)C(C)Sc2ccccc2)cc1 (stereo unspecified),-14,0.0,9,11*
O=C(Oc1ccc(Br)cc1C(=S)N1CCCCC1)c1ccccc1,-3,-0.1,3,0.5

# For convenience, some entries already given:
SMILES,TEAD-YAP block,FBW7 activator,MITF primary,GPR151 activ
CCOc1cc(/C=C2/C(=O)N(c3ccccc3)N=C2C)ccc1Oc1nc(Cl)ncc1F,-6,-0.1,-3,-1.2
O=C(Nc1ccc2c(c1)OCO2)c1cn(-c2ccc(F)cc2F)c(=O)c2ccccc12,-5,0.0,0,0.4
Nc1nnc(SCC(=O)c2cc3ccccc3o2)s1,-6,0.0,2,-0.1
COc1ccc(-c2cc(C(=O)NCCCn3ccnc3)no2)cc1OC,-8,-0.1,-6,-0.3
CCOc1ccc2oc(-c3ccccc3)c(C(=O)O)c2c1,7,0.5,1,-1.2
CC(C)N(c1ccccc1)c1ccc(NC(=O)CN2C(=O)c3ccccc3S2(=O)=O)cc1,7,0.0,7,0.9
CCOCCCNC(=O)c1cccc(NC2=NC3CS(=O)(=O)CC3S2)c1 (stereo unspecified),-17,0.0,3,-0.6
Cc1cc(Br)ccc1OCCN1CC(C)OC(C)C1 (stereo unspecified),-11,0.1,35,1.2
Cc1nn(C)c(C)c1S(=O)(=O)N1CCCC(C(=O)N2CCN(c3ccccc3)CC2)C1 (stereo unspecified),-3,-0.3,-11,-0.2
CCN(CC)c1ccc(-n2nc3cc(C)c(N)cc3n2)cc1,-28,-0.1,-14,-1.0
NNC(=S)Nc1ccc(S(=O)(=O)N2CCOCC2)cc1,-3,0.0,16,-1.0
Cc1c2c(n(Cc3ccccc3)c1-c1ccccc1)C(c1ccccc1)Oc1ccccc1-2 (stereo unspecified),0,-0.3,12,0.4
O=Cc1ccc(OCc2ccccc2Br)cc1,-32,0.1,-5,-4.1
CC(=O)NC(=O)c1cc2cc(Cl)cc(Cl)c2oc1=Nc1cccc(C#N)c1,0,0.0,6,-1.2

# The results go on:
SMILES,TEAD-YAP block,FBW7 activator,MITF primary,GPR151 activ
CCSCCOC(=O)C1=C(C)NC2=C(C(=O)C(C(=O)OC)C(C)C2)C1c1ccc(OCc2ccccc2)cc1 (stereo unspecified),1,0.5,14,-0.7
CC(Nc1c([N+](=O)[O-])c(=O)oc2ccccc12)c1ccccc1 (stereo unspecified),-1,-0.1,3,-0.5
CCN1/C(=C/C(C)=O)Sc2ccc(OC)cc21,32*!,0.0&-0.1,18&-3,-0.8&1.2
COCCN(C(=O)Nc1cc(C)ccc1OC)C1CCN(CCc2ccccn2)CC1,-10,-0.1,-10,0.8
CCCCSc1nnc2c(n1)OC(c1cc(OC)c(OC(C)=O)c(OC)c1)N(C(C)=O)c1ccccc1-2 (stereo unspecified),-4,0.0,-4,1.4
O=C(Oc1ccc(-c2ccccc2)cc1)c1cccc2c1NC(C(=O)O)C1CC=CC21 (stereo unspecified),-15,-0.1,51*,0.3
N#Cc1ccccc1OCC(=O)NNC(=O)c1ccc(Cl)c(Cl)c1,-9,-0.1,-2,0.3
O=C(O)CCC(=O)NCc1cn(Cc2ccccc2)c2ccccc12,-9,-0.1,22,-0.4
CCc1ccc(C(=O)c2cn(CC(=O)Nc3cccc(OC)c3)c3ccccc3c2=O)cc1,5,0.0,4,-0.5
COC(=O)Nc1ccc(S(=O)(=O)N2CCC(C(=O)Nc3ccc(I)cc3C)CC2)cc1,17,0.1,14,-0.1
